Screens: PubChem BioAssay, National Center for Advancing Translational Sciences (NCATS)
AmpC detergent = inhibitors of E. coli AmpC beta-lactamase with detergent; Potency, µM (highest dose often 114 µM), for inactives: top-dose activity change, negative = inhibition, most hits filed as inhibitors; AmpC hydrolysis of nitrocefin, absorbance 480 nm, 0.01% Triton; actives 0.041% (n = 370,000); P00811;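 note: potency is the fitted concentration of half-maximal effect; 0% = no-compound wells and -100% = no-enzyme wells; nearly all actives have a fitted effect of over 25% in size; some results filed as inactive show a strong effect at the top dose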
Target sequence (P00811 whole entry, looked up): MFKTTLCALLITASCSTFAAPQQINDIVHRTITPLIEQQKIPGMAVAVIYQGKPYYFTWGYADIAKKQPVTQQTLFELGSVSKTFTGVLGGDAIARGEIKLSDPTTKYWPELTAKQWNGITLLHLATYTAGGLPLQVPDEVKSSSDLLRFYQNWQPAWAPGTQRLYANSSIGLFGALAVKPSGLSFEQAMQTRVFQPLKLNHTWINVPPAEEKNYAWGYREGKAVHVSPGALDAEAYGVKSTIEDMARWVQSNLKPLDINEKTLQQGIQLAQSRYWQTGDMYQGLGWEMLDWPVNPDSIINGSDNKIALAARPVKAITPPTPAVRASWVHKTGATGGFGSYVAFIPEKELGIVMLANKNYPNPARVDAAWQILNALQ
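20 mM phosphate pH 7.0 + 0.01% (detergent screen) or 0.0001% Triton X-100; 5.3 nM AmpC reagent; cpd preinc 15 min RT; nitrocefin (800 uM stock) to start; A480 q20 s × 4 min; Activity was normalised to no-enzyme and no-compound control wells.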
LmPK inhibitor = inhibitors of Leishmania mexicana pyruvate kinase; Q27686; purified LmPK, Kinase-Glo ATP luminescence, 1 h; Potency, µM (highest dose often 57.5 µM), inactives show top-dose activity change, negative = inhibition, usual class: inhibitors; actives 0.37% (n = 290,000); AID 1721; note: potency is the fitted concentration of half-maximal effect
Target sequence (Q27686 whole entry, looked up): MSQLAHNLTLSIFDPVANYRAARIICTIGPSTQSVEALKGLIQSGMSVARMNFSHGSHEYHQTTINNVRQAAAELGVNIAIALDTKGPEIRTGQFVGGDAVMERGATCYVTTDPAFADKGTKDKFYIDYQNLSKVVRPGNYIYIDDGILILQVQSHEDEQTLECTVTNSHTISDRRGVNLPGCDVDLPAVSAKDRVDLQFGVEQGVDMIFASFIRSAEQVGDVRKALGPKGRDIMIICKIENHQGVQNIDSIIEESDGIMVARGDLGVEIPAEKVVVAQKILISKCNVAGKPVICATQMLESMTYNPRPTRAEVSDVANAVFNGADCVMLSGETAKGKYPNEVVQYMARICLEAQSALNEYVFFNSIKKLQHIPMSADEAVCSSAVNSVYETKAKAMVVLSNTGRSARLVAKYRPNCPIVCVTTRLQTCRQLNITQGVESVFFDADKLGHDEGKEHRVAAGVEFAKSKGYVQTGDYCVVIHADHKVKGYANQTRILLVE
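qHTS format; LmPK 0.1 nM; substrates PEP 0.5 mM and ADP 0.1 mM. One-hour room-temperature incubation, then coupled luciferase luminescence; 0.5 nM enzyme wells mark activation.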
AmpC inh no detg = inhibitors of E. coli AmpC beta-lactamase without detergent; actives 0.52% (n = 330,000); AmpC nitrocefin hydrolysis, absorbance 480 nm, 0.0001% Triton; P00811; Potency, µM (doses to about 57.1 µM), without a hit: at the highest dose activity change, negative = inhibition, actives largely listed as inhibitors;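 note: potency is the fitted concentration of half-maximal effect; plate controls were no compound for no effect and no enzyme for full effect; nearly all actives have a fitted effect of over 20% in size; some results filed as inactive show a strong effect at the top dose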
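20 mM phosphate pH 7.0 + 0.01% (detergent screen) or 0.0001% Triton X-100; 5.3 nM AmpC reagent; cpd preinc 15 min RT; nitrocefin (800 uM stock) to start; A480 q20 s × 4 min; Activity was normalised to no-enzyme and no-compound control wells.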
TbPYK inhibitor = T. brucei pyruvate kinase inhibition; Q57TT1; TbPYK enzyme, Kinase-Glo Plus ATP luminescence, 45 min; Potency, µM (top dose mostly 76.8 µM), without a hit: at the highest dose activity, negative = inhibition, actives largely listed as inhibitors; actives 0.12% (n = 410,000); AID 624173; note: potency is the fitted concentration of half-maximal effect; nearly all actives have a fitted effect of over 50% in size
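TbPYK + substrate in 50 mM TEA pH 7.2, 100 mM KCl, 10 mM MgCl2, 0.05% BSA, 0.01% Tween-20; cpd pinned; ADP 130 uM final; 45 min RT; Kinase-Glo Plus 10 min; luminescence endpoint.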
HCMV inh = human cytomegalovirus inhibition. HFF cells, HCMV-luciferase reporter, 72 h; active compounds read low. activity change, negative = inhibition, % at 57.5 µM. actives 4.5% (n = 410,000). AID 1259415; in the data active = activity change below about -60%; inconclusive = no clear call, values can overlap the other calls; inactive = above about -39%
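Human foreskin fibroblasts infected with luciferase-reporter HCMV at MOI 1 PFU/cell, compounds at two doses. Luciferase measured 72 h post infection; normalized to buffer-only basal and Salinomycin (10uM) controls.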
HCV inh = HCV inhibition. Huh7.5.1 HCVcc-Cre infection, luciferase reporter, 44 h. Potency, µM (series often up to 41.8 µM), without a hit: top-dose activity change, negative = inhibition, hits mostly inhibitors. actives 3.4% (n = 340,000). AID 651820; note: potency is the fitted concentration of half-maximal effect
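Seed cells (1,000/well) for 4 h; treat with compound and infect with HCVcc-Cre, moi about 0.5. Incubate 44 h, then detect luciferase activity.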
AMA1-RON2 inh = AMA1-RON2 (P. falciparum) interaction inhibition; Potency, µM (doses to about 58.2 µM), for inactives: at the top dose activity change, negative = inhibition, actives largely listed as inhibitors; actives 0.2% (n = 360,000); AlphaScreen AMA1-biotinylated RON2 peptide binding;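 note: potency is the fitted concentration of half-maximal effect; 0% = vehicle wells and -100% = peptide control; nearly all actives have a fitted effect of over 45% in size; some results filed as inactive show a strong effect at the top dose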
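AMA1 (3D7) with his tag at 25 nM final met compounds first, then biotinylated RON2 peptide at 25 nM; detection used donor plus acceptor beads, 10 µg/mL apiece, read by AlphaScreen after 30 min at room temperature.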
Starred values were filed as active, the others as inactive; ? = inconclusive; nt = no result given; [ ] = remark or other dose. Unless noted, calls come from the whole dose curve; as a rule, active = well fitted curve in the direction sought with a large enough effect; inconclusive = small, poorly fitted or top-dose-only effect, or another doubt; inactive = no such curve, though single readings can be large; an effect the other way counts as inactive or inconclusive. Unless noted, % is set by controls: 0 for no effect and ±100 for the full control effect. No enrichment for hits. Share with any hit: about 7.5%.

SMILES	AmpC detergent	LmPK inhibitor	AmpC inh no detg	TbPYK inhibitor	HCMV inh	HCV inh	AMA1-RON2 inh
COc1ccc(OC)c(N2C(=O)CC(Cc3cc(C)cc(C)c3)C2=O)c1 (stereo not drawn)	10.3%	6.3%	63.0%[activator]	-16.0%	22.5	3.55µM*	-4.9%
CN(Cc1ccccc1)S(=O)(=O)c1ccc2[nH]c(=O)oc2c1	-12.0%	-5.1%	-36.7%	3.9%	-5.3	4.7%	-3.8%
C=CCN(C(=O)c1ccccc1)C1CCS(=O)(=O)C1 (stereo not drawn)	-0.3%	-2.3%	-10.8%	8.6%	2.0	8.0%	-3.4%
CS(=O)(=O)N(CC(=O)N1CCN(Cc2ccccc2)CC1)c1ccccc1F	-15.8%	2.1%	5.7%	2.7%	-2.8	?	2.1%
CC(C)c1nc(SCC(=O)N2CC(=O)Nc3ccccc32)c2ccccc2n1	-3.9%	3.1%	30.0%	-1.5%	-87.2*	?	4.7%
CCOC1=C2[C@H](c3ccc(CC)cc3)N(S(=O)(=O)c3ccc(C)cc3)C[C@H]2n2c(=O)n(-c3ccccc3)c(=O)n2C1	nt	nt	nt	3.5%	17.1	nt	-12.3%
CC(C)C(=O)N1CCC1(C)C(=O)NCc1ccc(C(C)(C)C)cc1 (stereo not drawn)	nt	nt	nt	4.3%	0.5	nt	0.0%
CSc1ccc(CN2C(=O)NC3(CCCCC3)C2=O)cc1	0.5%	-6.5%	-7.4%	3.7%	32.7	?	4.2%
COc1ccc(C(=O)Nc2cc3c4c(c2)C(C)C(=O)N4CCC3)cc1OC (stereo not drawn)	-11.9%	nt	-11.2%	4.5%	15.5	?	-8.8%
CCOC(=O)C1CCN(C(=O)c2cc3c(=O)n4ccccc4nc3n2C)CC1	0.1%	1.7%	-22.1%	-0.6%	35.5	2.2%	-4.3%
COc1ccc([N+](=O)[O-])cc1N(CC(O)CN1CCCCC1)S(=O)(=O)c1ccc(C)cc1 (stereo not drawn)	-13.5%	-3.9%	154.2%[activator]	3.1%	-22.8	-19.2%	-8.2%
CCOC(=O)c1c(C)c(C(=O)N2CCC3(CC2)OCCO3)c(C)n1CC	-0.8%	0.3%	17.0%	-0.4%	-30.1	10.3%	4.5%
O=C1CN(C(=O)COC(=O)Cc2ccccc2)c2ccccc2N1	-1.9%	0.1%	-9.5%	-0.9%	?	1.1%	-4.3%
Cc1ncc([N+](=O)[O-])n1CCOC(=O)NC(NCc1ccccc1Cl)C(Cl)(Cl)Cl (stereo not drawn)	-17.4%	-6.0%	8.2%	-11.2%	-22.4	9.5%	18.6%
COc1cccc(OCC(O)CN2CCN(C(c3ccccc3)c3ccccc3)CC2)c1 (stereo not drawn)	nt	nt	nt	7.6%	-20.0	?	?
O=C(c1cccs1)c1coc2ccc(O)c(CN3CCOCC3)c12	-9.6%	2.9%	-10.8%	4.7%	-24.2	?	-1.8%
Cc1ccnc2nc(C(=O)OCC(=O)c3ccc(Cl)cc3)nn12	-5.5%	nt	-49.9%	-4.0%	-19.2	19.1%	-3.2%
N#Cc1ccccc1NC(=O)Nc1ccc(Cl)cc1	3.1%	-10.4%	-17.1%	5.4%	-21.5	-29.9%	-2.4%
COc1cccc(OCc2nnc3n2N=C(c2ccccc2)C(CC(=O)O)S3)c1 (stereo not drawn)	-2.1%	2.7%	-8.9%	-18.8%	-7.9	18.5%	0.1%
CC1CCN(CC(=O)N2CCN(c3ccccc3)CC2)CC1	-13.3%	-8.9%	2.0%	-5.8%	-8.7	-2.8%	-2.2%
CCN(CC)C(=O)Cn1cc(C(=O)C(=O)NCc2cccnc2)c2ccccc21	-5.6%	5.8%	-0.2%	-0.9%	3.7	11.1%	-11.6%
COc1ccc(C(=O)CSc2nc(C)cc(C)c2C(=O)Nc2ccccc2C)cc1	14.2%	nt	nt	1.8%	-3.2	nt	nt
COc1cccc(CNC(=O)C(C)n2ncn3cccc3c2=O)c1OC (stereo not drawn)	-11.0%	nt	nt	2.3%	-5.1	nt	nt
CN(Cc1ccccc1)c1nc2c(c(=O)[nH]c(=O)n2C)n1CCCSc1ncccn1	-6.5%	-1.4%	103.5%[activator]	2.5%	-1.0	-6.0%	6.2%
COc1ccc([C@@H]2CC=C(C(=O)O)[C@H](c3ccccc3)N2S(=O)(=O)c2ccccc2C)cc1	-7.0%	nt	-27.5%	-1.3%	89.4	25.0%	-5.0%
COc1cc(NC(=O)C2CCN(S(=O)(=O)c3ccc4c(c3)CC(C)N4C(C)=O)CC2)cc(OC)c1OC (stereo not drawn)	-2.9%	1.4%	91.8%[activator]	-3.5%	13.2	5.8%	-5.2%
CSCC[C@H](NC(=O)OC(C)(C)C)c1nnc(SCc2ccccc2)o1	?	-0.4%	16.8%	-1.5%	-22.5	-5.4%	-0.6%
CCOc1cccc(-c2cc(N3CCN(CCO)CC3)n3nccc3n2)c1	nt	nt	nt	1.6%	26.3	nt	10.6%
CCN1CCCC1CNC(=O)C(=O)NC1CC1 (stereo not drawn)	-0.8%	2.9%	1.2%	2.4%	-0.4	5.2%	5.1%
O=C(/C=C/c1ccc(Cl)cc1)N1CCN(c2ccccn2)CC1	-3.2%	-2.0%	-3.9%	2.1%	11.7	16.3%	-0.4%
CCOc1ccc(NC(=O)CSc2nc(-c3cccs3)cc(C(F)(F)F)n2)c([N+](=O)[O-])c1	1.9%	5.2%	-37.6%	-6.3%	-100.9*	16.3%	0.0%
CC(C)(C)NCC(O)COc1c(F)cc(Br)cc1F (stereo not drawn)	-11.9%	2.5%	-20.4%	-12.9%	-11.7	-2.8%	3.5%
O=C(c1cccc(S(=O)(=O)N2CCc3ccccc3C2)c1)N1CCN(c2ccccc2)CC1	-9.3%	5.0%	28.8%	-4.8%	1.7	?	16.2%[2.32 µM]
COc1ccc(C2=CSC3=NCCN23)cc1[N+](=O)[O-]	1.6%	8.0%	-10.8%	7.4%	62.3	10.3%	6.3%
O=C(CN1CCC(NC(=O)Nc2ccc(F)cc2)CC1)Nc1ccccc1[N+](=O)[O-]	3.8%	5.3%	-22.6%	0.4%	9.8	?	24.7%
Nc1cccc(OCCCCCOc2cccc(N)c2)c1	nt	nt	nt	-6.8%	-20.7	nt	-10.0%
COC(=O)c1cc(OC)c(OC)cc1NC(=O)CSc1ccc(C)cc1	-1.4%	1.1%	-3.1%	-11.9%	17.3	?	-3.9%
Cc1nc(SCc2ccc([N+](=O)[O-])cc2)n[nH]1	-24.5%	12.2%	-11.2%	-3.9%	77.3	9.2%	-1.5%
CSc1nnc2sc3cc(C)ccc3n12	nt	nt	nt	-5.3%	48.9	nt	0.0%
COc1ccc(S(=O)(=O)CC(=O)Nc2ccccc2Cl)cc1	-14.7%	3.0%	-4.2%	-1.0%	11.7	-6.4%	7.0%
CN=c1scc(-c2ccc(F)cc2)n1/N=C/c1ccc(O)c(O)c1	-12.7%	?	-34.0%	-29.5%	-66.6*	2.24µM*	-6.0%
Cn1cnnc1SCC(=O)c1cccc([N+](=O)[O-])c1	-1.6%	-0.9%	-30.8%	-12.2%	53.4	2.7%	-7.8%
CC(=C1C(=O)c2ccccc2C1=O)N1CCc2ccccc2C1	-9.3%	-1.5%	-1.7%	-12.7%	35.8	-18.2%	-2.3%
CCCSc1ncc(Cl)c(C(=O)Nc2ccc(OC)cc2OC)n1	-5.9%	nt	nt	-7.4%	-24.5	nt	nt
COc1ccc(C2NC(=S)NC(C)=C2C(=O)c2ccccc2)cc1OC (stereo not drawn)	-3.2%	3.2%	-21.1%	-4.0%	-13.3	-27.7%	-2.1%
CCN(CC)Cc1c(NC(=O)c2ccccc2)sc(C)c1C	?	-6.8%	-25.5%	-1.8%	58.9	-7.1%	5.8%
CCCCSc1nc2sc3c(c2c(=O)n1-c1ccccc1C)CC(C)(C)OC3	-0.4%	nt	nt	-0.2%	-30.1	nt	nt
O=C(Nc1cccnc1)c1ccc2c(c1)C(=O)N(CC1CCCO1)C2=O (stereo not drawn)	-11.4%	-2.8%	-7.7%	-7.3%	21.2	7.4%	-4.9%

Entries of single compounds as entered above. Screens in order: AmpC detergent | LmPK inhibitor | AmpC inh no detg | TbPYK inhibitor | HCMV inh | HCV inh | AMA1-RON2 inh
CC(C)c1nc(SCC(=O)N2CC(=O)Nc3ccccc32)c2ccccc2n1 is listed as -3.9% | 3.1% | 30.0% | -1.5% | -87.2* | ? | 4.7%
COc1ccc(OC)c(N2C(=O)CC(Cc3cc(C)cc(C)c3)C2=O)c1 (stereo not drawn) is listed as 10.3% | 6.3% | 63.0%[activator] | -16.0% | 22.5 | 3.55µM* | -4.9%

Other records
SMILES	AmpC detergent	LmPK inhibitor	AmpC inh no detg	TbPYK inhibitor	HCMV inh	HCV inh	AMA1-RON2 inh
Cc1cccc(C(=O)N[C@H](C(=O)OCC(=O)NC2CCS(=O)(=O)C2)C(C)C)c1 (stereo partly drawn)	?	-2.6%	1.9%	-8.1%	-27.5	23.9%	-6.5%[11.6 µM]
Cc1ccc(SCC(=O)Nc2ccccc2N2CCOCC2)cc1	-1.2%	-10.5%	-14.0%	0.0%	-7.2	?	-2.4%
COc1ccc(-c2nc(CC(=O)O)cs2)cc1	?	-5.5%	-6.2%	0.8%	83.7	12.0%	5.4%
Cc1ccc(S(=O)(=O)CCc2nnc(NC(=O)COc3cccc(C)c3)s2)cc1	-4.2%	2.3%	0.6%	-5.4%	2.8	-9.4%	1.5%
CCCn1c2ccccc2c2cnn(CC(=O)NCCCOC(C)C)c(=O)c21	13.5%	nt	nt	-3.5%	-18.7	nt	nt
O=C(O)/C=C/C(=O)c1ccc2c(c1)CCc1ccccc1-2	-6.3%	nt	-33.9%	35.5µM*	-60.7*	12.6µM*	-8.7%
CC1C(=O)NN=C1c1ccc([N+](=O)[O-])cc1 (stereo not drawn)	nt	nt	nt	4.2%	21.8	22.8%	22.9%
Cc1cc(C)c(OCC(=O)OCCNC(=O)c2cccnc2)c(C)c1	?	-5.0%	-16.5%	-8.8%	-12.6	6.8%	6.5%
COCCn1nc2cc(C(=O)NCC34CC5CC(CC(C5)C3)C4)ccc2c1OC	-10.0%	5.1%	31.5%	-0.1%	4.6	-3.5%	5.2%
Cc1ccc(S(=O)(=O)NC(=O)CSc2nc3ccccc3s2)cc1	?	-1.4%	-19.6%	-10.6%	63.6	24.0%	2.1%
CC(=O)c1cnc2c(-c3ccccc3)c(C)nn2c1C	-4.8%	-0.6%	0.6%	2.2%	-3.9	-2.7%	8.2%
